# hIAP inh = blocks human intestinal alkaline phosphatase | P09923 | purified IAP, CDP-Star luminescence, 30 min | inhibition, % at 10 µM | 330,000 compounds, 0.12% hits;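 active = inhibition reaching a set limit with compound at 10 µM in the primary screen, cut at about 35% in these data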;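 also: plate controls were DMSO wells with enzyme for no effect and no-enzyme buffer wells for full effect; values of inactives mirror those of a sister screen read the other way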
# Target sequence (P09923 whole entry, looked up): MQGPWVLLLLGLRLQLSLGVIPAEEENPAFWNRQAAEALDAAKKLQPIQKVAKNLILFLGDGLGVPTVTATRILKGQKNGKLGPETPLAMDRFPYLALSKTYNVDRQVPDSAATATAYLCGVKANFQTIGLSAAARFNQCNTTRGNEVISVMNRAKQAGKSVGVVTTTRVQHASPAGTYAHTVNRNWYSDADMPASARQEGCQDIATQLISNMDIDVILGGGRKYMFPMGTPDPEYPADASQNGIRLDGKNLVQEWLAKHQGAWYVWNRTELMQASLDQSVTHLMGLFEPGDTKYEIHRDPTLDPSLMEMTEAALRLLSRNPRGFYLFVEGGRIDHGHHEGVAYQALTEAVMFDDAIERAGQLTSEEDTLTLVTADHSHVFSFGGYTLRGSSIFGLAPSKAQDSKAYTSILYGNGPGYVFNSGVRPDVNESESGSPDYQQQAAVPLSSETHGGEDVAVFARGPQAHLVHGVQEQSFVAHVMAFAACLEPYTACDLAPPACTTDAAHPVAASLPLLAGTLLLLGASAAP
# mIAP activ = mouse IAP activation. muIAP, CDP-Star luminescence, 30 min; active compounds read high; 1 = vehicle-only enzyme signal, 0 = enzyme-free wells. 330,000 compounds, 0.24% hits. activation factor at 10 µM. AID 2805;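 active = activation factor of at least 2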; also: the source names both 10 and 20 µM as test concentration; values of inactives mirror those of a sister screen read the other way
#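 System: mouse IAP enzyme. Reagent: CDP-Star chemiluminescent phosphatase substrate. Benchmarks: DMSO wells, no-enzyme wells. Times: 30 min enzyme-substrate-compound incubation at room temperature. Detection: luminescence from enzymatic CDP-Star hydrolysis. Doses: test compounds delivered from DMSO solution.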
# MPTP inh = blocks calcium-induced mitochondrial swelling; isolated mouse mitochondria, Ca2+ swelling absorbance, 30 min; 360,000 compounds, 1.4% hits; inhibition, % at 10 µM;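 active = inhibition of 50% or more, scaled per plate between neutral and stimulator controls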;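 also: 0% = DMSO wells given calcium and 100% = 1 mM EGTA wells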
# mIAP block = blocks mouse intestinal alkaline phosphatase; purified mouse IAP, CDP-Star luminescence, 30 min; inhibition, % at 10 µM; 330,000 compounds, 0.2% hits; AID 2806;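 active = inhibition of at least 40% at 10 µM in the primary screen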;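 also: plate controls were DMSO with enzyme for no effect and no enzyme wells for full effect; values of inactives mirror those of a sister screen read the other way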
# beta cell repl = MIN6 beta-cell proliferation induction. MIN6 cells proliferation, ATPlite luminescence, 48 h; cells starved in 0.2% serum; 100% = growth in 10% serum. proliferation, % at 10 µM. 330,000 compounds, 0.29% hits;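 active = compounds whose signal lies at least 3.5 SD above the mean of all wells on their plate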;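 also: 0% = DMSO-treated cells in low-serum medium and 100% = 10% serum control; some compounds called inactive have numbers as strong as hits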
# ATG4B inhibitor = inhibitors of human ATG4B cysteine protease. Q9Y4P1. ATG4B cleavage of LC3-PLA2, NBD-HPC fluorescence, 1 h. inhibition, % at 8.33 µM. 340,000 compounds, 0.51% hits; in the data active = inhibition above about 40%
# A3A deaminase = blocks human APOBEC3A ssDNA deamination; P31941; recombinant A3A, FAM/TAMRA ssDNA deamination fluorescence; inhibition, % at 20 µM; 330,000 compounds, 0.41% hits; AID 493011;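 active = at least 40% inhibition at 20 µM here, with at most 30% in a related deaminase screen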;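 also: plate controls were A3A with DMSO for no effect and wells lacking A3A enzyme for full effect; some results filed as inactive read as strong as hits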
# Target sequence (P31941 whole entry, looked up): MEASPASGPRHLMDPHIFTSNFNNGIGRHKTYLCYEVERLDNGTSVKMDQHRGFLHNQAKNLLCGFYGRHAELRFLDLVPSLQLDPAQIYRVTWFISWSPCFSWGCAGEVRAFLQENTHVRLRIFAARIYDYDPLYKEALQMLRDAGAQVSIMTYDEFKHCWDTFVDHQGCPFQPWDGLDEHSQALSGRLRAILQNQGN
# hIAP activ = human IAP activation; activation factor at 10 µM; P09923; AID 2524; purified human IAP, CDP-Star luminescence, 30 min; active compounds read high; 1 = vehicle-only enzyme, 0 = enzyme-free background; 330,000 compounds, 0.16% hits;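 active = activation factor of the enzyme at least 2-fold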; also: the source names both 10 and 20 µM as test concentration; values of inactives mirror those of a sister screen read the other way
# APOBEC3G inh = APOBEC3G (human) deaminase inhibition. recombinant A3G, ssDNA deamination FAM/TAMRA fluorescence. AID 493012. inhibition, % at 20 µM. 330,000 compounds, 0.28% hits;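 active = inhibition of at least 40% at 20 µM, with no more than 30% in the related APOBEC3A deaminase screen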;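 also: plate controls were DMSO wells with A3G for no effect and wells lacking A3G enzyme for full effect; some compounds called inactive have numbers as strong as hits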
# Target sequence (Q9HC16 whole entry, looked up): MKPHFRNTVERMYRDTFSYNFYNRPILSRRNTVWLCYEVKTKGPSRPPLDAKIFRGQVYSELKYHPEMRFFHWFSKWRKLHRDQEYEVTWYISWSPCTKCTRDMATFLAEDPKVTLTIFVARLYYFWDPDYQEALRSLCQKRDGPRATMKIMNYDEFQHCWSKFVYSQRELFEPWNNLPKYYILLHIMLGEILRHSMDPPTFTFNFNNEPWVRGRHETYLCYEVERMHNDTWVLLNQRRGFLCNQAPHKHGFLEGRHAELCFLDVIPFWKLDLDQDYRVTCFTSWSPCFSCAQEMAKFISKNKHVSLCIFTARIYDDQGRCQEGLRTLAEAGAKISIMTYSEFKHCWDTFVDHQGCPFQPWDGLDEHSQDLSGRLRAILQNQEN
# * hit, by the source's call; / = not tested or not shown.
SMILES,hIAP inh,mIAP activ,MPTP inh,mIAP block,beta cell repl,ATG4B inhibitor,A3A deaminase,hIAP activ,APOBEC3G inh
O=C(Cn1cnc2ccccc2c1=O)Nc1nnc(C2CC2)s1,-11,1.2,-1.1,-17,-1,7,1,1.1,-3
Cc1nc(COC(=O)c2ccc(S(=O)(=O)N3CCCC3)cc2)cs1,17,1,0.0,-4,2,-14,-1,0.83,-6
Cc1c(Cc2ccccc2)c(=O)oc2cc(OCC(=O)NCc3ccccn3)ccc12,-20,0.95,-1.1,5,-1,-11,-2,1.2,-3
CCOC(=O)C1(CC2CC2)CCN(C(=O)c2cc(C)nc3ccc(CC)cc23)CC1,4,0.97,0.1,3,-3,-13,0,0.96,-10
CCOC(=O)c1oc2ccc(S(=O)(=O)n3nc(-c4ccc(C)cc4)cc3N)cc2c1C,2,1,4.4,-4,-4,-8,-3,0.98,-11
COCCn1c(SCC(=O)Nc2ccccc2OC)nc2ccccc21,12,1.2,0.5,-15,1,-7,-2,0.88,-4
Cc1ccc(C23CC4CC(CC(C(=O)NCC(=O)O)(C4)C2)C3)cc1,-9,1,-0.1,-2,-4,-6,-4,1.1,-5
O=C(OCC(=O)N1CCN(C(=O)c2ccco2)CC1)c1cc(S(=O)(=O)Nc2ccc(Cl)cc2)ccc1O,-5,1,2.5,-2,-2,-13,1,1.1,0
COc1ccccc1C(O)P(=O)(OCC(C)C)c1ccc(N(C)C)cc1 (stereo not drawn),6,0.92,1.2,8,0,-5,-3,0.94,-4
CC(C)OC(=O)CSc1nnc(Cc2ccccc2)n1Cc1ccco1,-2,0.98,-1.4,2,4,0,-1,1,-8
COc1ccc(NC(=O)C2CCCN2S(=O)(=O)c2ccc3c(c2)CCC(=O)N3)cc1Cl (stereo not drawn),10,0.95,-2.2,5,-3,-6,-1,0.9,-3
Cc1ccc(S(=O)(=O)N2CCN(C(=O)CCNC(=O)c3ccccc3Cl)CC2)cc1,-8,1,0.7,0,0,-5,-3,1.1,-12
COc1ccc(CCNCc2ccc(OCc3ccccc3)cc2)cc1,-2,0.99,98*,1,-7,5,-2,1,-4
N#Cc1c(-c2ccccc2)c(-c2ccccc2)n[nH]c1=O,-2,0.98,0.0,2,0,9,-3,1,-8
CC(=O)N1CCN(C(=O)CCc2cc(C(C)(C)C)c(O)c(C(C)(C)C)c2)CC1,-25,1,1.4,-1,-7,3,2,1.3,3
Cc1ccc(-n2c(SCC3CNC(=O)O3)nnc2-c2ccccc2)cc1C (stereo not drawn),5,1,/,-4,0,/,-1,0.95,-4
COC(=O)c1[nH]nc(-c2ccccc2)c1-c1ccccc1,-10,1,3.4,0,-2,-9,-2,1.1,-6
CCOC(=O)c1ccc(NC(=O)N(CC)CC)cc1,2,1,1.2,-4,-3,-6,-3,0.97,-5
CCOC(=O)C1=CN(Cc2cccc(F)c2)S(=O)(=O)NC1c1ccc2ccccc2c1 (stereo not drawn),/,0.96,-0.1,4,/,/,2,/,4
NC(=O)c1ccsc1NC(=O)c1ccc2c(c1)CCCC2,-2,0.95,0.7,4,-6,-10,-2,1,-9
O=C(O)CSCC(=O)Nc1cccc(C(F)(F)F)c1,-6,1,-1.0,-1,-3,7,3,1.1,0
O=C1NC2(CCc3ccccc3C2)C(=O)N1CCOc1cccc(Cl)c1 (stereo not drawn),10,0.83,2.0,17,0,11,5,0.9,-2
O=C1CC(SCc2nc3ccccc3[nH]2)C(=O)N1c1ccc(F)c(Cl)c1 (stereo not drawn),-20,0.83,0.4,16,1,-5,0,1.2,-2
CC1CC1C(=O)OCC(=O)Nc1ccc2[nH]c(=O)[nH]c2c1 (stereo not drawn),-4,0.86,-1.8,14,-1,-2,2,1,6
Cc1ccc(S(=O)(=O)N2CCN(CC(=O)N/N=C/c3cc([N+](=O)[O-])ccc3Cl)CC2)cc1,-4,0.85,-0.9,15,-3,-18,-3,1,-3

# In the list so far, two contain a COOH group:
SMILES,hIAP inh,mIAP activ,MPTP inh,mIAP block,beta cell repl,ATG4B inhibitor,A3A deaminase,hIAP activ,APOBEC3G inh
Cc1ccc(C23CC4CC(CC(C(=O)NCC(=O)O)(C4)C2)C3)cc1,-9,1,-0.1,-2,-4,-6,-4,1.1,-5
O=C(O)CSCC(=O)Nc1cccc(C(F)(F)F)c1,-6,1,-1.0,-1,-3,7,3,1.1,0

# (next part)
SMILES,hIAP inh,mIAP activ,MPTP inh,mIAP block,beta cell repl,ATG4B inhibitor,A3A deaminase,hIAP activ,APOBEC3G inh
Cc1ccc(S(=O)(=O)NC(CC(=O)N2CCOCC2)c2ccco2)cc1 (stereo not drawn),-14,1.1,-2.1,-13,-1,-3,-3,1.1,-8
COc1ccc(NC(=O)CN(C)C(=O)c2cc(-c3ccc(C)o3)nc3ccccc23)cc1,-4,0.98,-2.5,2,-4,-12,-3,1,-6
CCNC(=O)COc1ccc(-c2ccccc2)cc1,-6,0.96,-0.8,4,-3,-1,-1,1.1,-8
CCn1c(C)c(P(c2ccccc2)c2ccccc2)[n+]2ccccc12,4,0.99,0.5,1,-6,10,-3,0.96,-7
Cc1ccc2oc(=O)c3cc(C(=O)NCCCN4CCCCCC4)sc3c2c1,-38,0.92,-0.6,8,-8,4,3,1.4,4
Cc1cc(NC(=O)CSc2nnc(NC(=O)C3CC(=O)N(c4ccccc4C)C3)s2)no1 (stereo not drawn),8,0.96,0.1,4,2,12,-3,0.93,-10
CCCn1c(C(CO)Nc2nc(-c3cccc(Br)c3)cs2)nc2ccccc21 (stereo not drawn),0,0.91,0.1,9,-8,-15,-5,1,-6
CCOC(=O)CN1Cc2cccc(C(=O)O)c2C1=O,4,0.98,-1.4,2,0,2,10,0.96,3
O=c1[nH]c2cc3ccccc3cc2nc1C(F)(F)F,-14,1,0.5,-3,-3,-1,-6,1.1,-16
Cc1ccccc1S(=O)(=O)Cc1ccc(C(=O)NC2CCCC2)o1,1,1,-0.1,0,-1,3,-1,0.99,2
CCc1ccc(CN2CCCC(CCC(=O)N3CCN(c4ccccn4)CC3)C2)o1 (stereo not drawn),4,0.97,2.3,3,0,24,3,0.96,1
CCN(CC)CCCNC(=S)Nc1ccc(Br)cc1,-7,1.1,-1.5,-14,-3,-2,-7,1.1,-10
CC(C(O)c1cc(=O)c(OCc2ccccc2)co1)[N+](=O)[O-] (stereo not drawn),-2,0.98,0.6,2,-2,-9,3,1,-1
O=C1C(=O)N(CCCN2CCOCC2)C(c2ccc([N+](=O)[O-])cc2)/C1=C(/O)c1ccc2c(c1)OCO2 (stereo not drawn),-8,0.93,0.0,7,0,3,-3,1.1,-5
COc1cc(NC(=O)C2CC(c3ccccc3O)=NO2)c(OC)cc1Cl (stereo not drawn),3,0.96,3.3,4,0,4,2,0.97,0
COc1ccc(N2CCN(C(=O)CN(c3ccccc3)S(=O)(=O)c3ccc(OC)cc3)CC2)cc1,0,1,2.0,-1,-2,-17,-4,1,-1
Cc1ccc(C)c(S(=O)(=O)N2CCCCC2CCNC(=O)C(=O)NCc2cccnc2)c1 (stereo not drawn),-3,0.99,0.3,1,-1,-6,-1,1,-5
COc1ccc(NC(=O)CN(C)CC(=O)NC2CCCCC2C)cc1 (stereo not drawn),-9,1.1,-0.1,-13,2,-10,3,1.1,-2
O=C(Nc1nnc(SCC(=O)N2CCOCC2)s1)c1ccccc1,7,0.87,-2.3,13,-3,0,-2,0.93,-7
CCN(CC)C(=O)c1ccc(Oc2ccc([N+](=O)[O-])cc2Cl)cc1,21,0.96,-1.1,4,-1,4,2,0.79,-8
Clc1ccc(-n2ncc3c(NCc4ccc5c(c4)OCO5)ncnc32)cc1,-11,1.2,1.8,-17,0,0,3,1.1,-2
CCOc1ccc(N(Cc2cc3cc(OC)ccc3[nH]c2=O)S(C)(=O)=O)cc1,-13,0.82,1.8,18,-1,-6,0,1.1,-4
CCOc1ccc(NC(=O)N2CCC(NC(=O)C(Cc3cccc(F)c3)NC(C)=O)CC2)cc1 (stereo not drawn),-7,1.1,-0.2,-6,0,-3,1,1.1,-15
COc1c(C)c2c(c(O)c1C/C=C(\C)CCC(=O)O)C(=O)OC2,6,0.91,-0.7,9,-5,-13,-3,0.94,-2
CNC(=O)CSc1nc(SC)ns1,-10,1.1,-1.1,-10,-3,-9,-1,1.1,-3

# 3 entries already listed, arranged by heavy-atom count, rising.
SMILES,hIAP inh,mIAP activ,MPTP inh,mIAP block,beta cell repl,ATG4B inhibitor,A3A deaminase,hIAP activ,APOBEC3G inh
NC(=O)c1ccsc1NC(=O)c1ccc2c(c1)CCCC2,-2,0.95,0.7,4,-6,-10,-2,1,-9
CC(C(O)c1cc(=O)c(OCc2ccccc2)co1)[N+](=O)[O-] (stereo not drawn),-2,0.98,0.6,2,-2,-9,3,1,-1
Cc1cc(NC(=O)CSc2nnc(NC(=O)C3CC(=O)N(c4ccccc4C)C3)s2)no1 (stereo not drawn),8,0.96,0.1,4,2,12,-3,0.93,-10

# Next part.
SMILES,hIAP inh,mIAP activ,MPTP inh,mIAP block,beta cell repl,ATG4B inhibitor,A3A deaminase,hIAP activ,APOBEC3G inh
CCOC(=O)C1(Cc2ccccc2)CCCN(C2CCCC2)C1 (stereo not drawn),-5,0.96,-0.5,4,6,0,-2,1.1,-9
CC1CCC(C(=O)c2c(O)c3ccccc3oc2=O)CC1 (stereo not drawn),6,0.97,1.4,3,-3,-10,-3,0.94,-3
COC(=O)c1ccccc1NC(=O)CSc1nnc(-c2cccnc2)n1C,-2,1,0.0,-3,1,-14,-2,1,-4
CC(C)C(NC(=O)c1ccccc1)C(=O)OCC(=O)N1CCN(c2ccccc2)CC1 (stereo not drawn),18,1.1,-0.8,-12,2,-6,14,0.82,-3
O=c1c2c(nc3cc(-c4ccccc4)[nH]n13)CCC2,3,1,-4.9,-2,-1,0,-3,0.97,-4
O=C(O)C/C=C(\NC(=O)OCc1ccccc1)C(=O)OCc1ccccc1,-1,0.98,0.3,2,-2,3,2,1,-8
CCOC(=O)N1CCC(=NNc2nc(C)cc(=O)[nH]2)CC1,-24,1.1,2.6,-8,-1,-9,4,1.2,-2
Cc1ccc(OCCCC(=O)Nc2nccs2)cc1,-9,1,0.2,-4,-3,-9,2,1.1,-2
Cn1c(N)c(Sc2ccccc2[N+](=O)[O-])c(=O)n(C)c1=O,6,0.91,-0.9,9,0,-1,-4,0.94,-6
Cc1cc(S(=O)(=O)Nc2ccc(N(C)C)cc2)c(C)s1,9,1,0.3,-4,4,5,6,0.91,6
Cn1cnnc1SCc1ccc(C(=O)O)cc1,-31,1,-2.6,-4,-1,-14,-1,1.3,-2
COc1ccc(C(=O)N[C@H](C(=O)NCCCn2nc(C)cc2C)C(C)C)cc1,0,1,-0.2,-1,-3,-6,2,1,-5
CS(=O)(=O)N(CC(=O)NC1CCCC1)c1cccc(F)c1,-15,1.1,0.8,-9,-4,2,-4,1.1,7
O=C(COC(=O)c1ccccc1O)Nc1cc([N+](=O)[O-])ccc1Cl,-5,1,1.8,-2,-4,2,-3,1,-4
N#Cc1cc(-c2ccc(Cl)cc2)cnc1Sc1ccc(F)cc1,19,0.95,7.3,5,-4,-8,-1,0.81,-6
COCCCNC(=O)Cc1c(C)c2cc3c(cc2oc1=O)OC(C)(C)CC3,9,1,-0.2,-1,-2,-4,-4,0.91,-11
CC(C)c1nc2cc(C(=O)NC(c3cccnc3)C(F)(F)F)ccc2o1 (stereo not drawn),-10,0.93,-0.2,7,-3,7,2,1.1,-1
CC(=O)Nc1cccc(/C(C)=N/NC(=O)c2ccc(O)cc2)c1,-2,1.1,-1.4,-5,-2,-4,-1,1,-10
N#C/C(=C\c1cn(Cc2ccccc2C#N)c2ccccc12)C(=O)NCc1cccs1,14,1,/,-3,2,/,-2,0.86,-1
Cc1cccc(NC(=O)CCC(=O)OCc2ccc(Br)cc2)c1,-97,1.1,-1.3,-6,0,6,-5,2,-7
